# Source: PubChem BioAssay
# PLCb3 inh = blocks human PLC-beta3 enzyme activity | Purified PLC-beta3, fluorogenic substrate, fluorescence | inhibition, % at 12.2 µM | 370,000 compounds, 0.18% hits; in the data active = inhibition above about 11%;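 note: 0% = median of compound wells on plate and 100% = full blocker control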
# UHRF1 MBD2 ctr = UHRF1 methyl-DNA binding inhibition; Q96T88; UHRF1 binding to methylated oligo, TR-FRET; inhibition, % at 4.4 µM; 370,000 compounds, 0.75% hits; in the data active = inhibition above about 21%;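 note: UHRF1 SRA domain binding a hemimethylated CpG hairpin DNA probe; 0% = median of test compound wells and 100% = reference inhibitor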
# MBD2 inh = MBD2-methylated oligo binding inhibition. Q9UBB5. inhibition, % at 4.4 µM. TR-FRET, MBD2 binding to methylated oligonucleotide. 370,000 compounds, 0.31% hits; in the data active = inhibition above about 13%
# Target sequence (Q9UBB5 whole entry, looked up): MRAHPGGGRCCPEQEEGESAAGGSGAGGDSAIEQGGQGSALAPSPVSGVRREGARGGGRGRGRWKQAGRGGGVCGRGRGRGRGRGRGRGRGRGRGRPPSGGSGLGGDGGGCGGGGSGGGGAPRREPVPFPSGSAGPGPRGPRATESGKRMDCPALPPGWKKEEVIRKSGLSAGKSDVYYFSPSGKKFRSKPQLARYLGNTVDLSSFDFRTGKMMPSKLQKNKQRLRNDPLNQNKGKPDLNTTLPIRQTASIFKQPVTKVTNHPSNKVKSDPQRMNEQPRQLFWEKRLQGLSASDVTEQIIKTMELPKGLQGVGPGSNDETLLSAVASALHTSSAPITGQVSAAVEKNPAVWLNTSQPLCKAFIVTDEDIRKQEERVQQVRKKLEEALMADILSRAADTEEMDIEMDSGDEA
# PLC-gamma1 inh = inhibitors of human phospholipase C gamma1. P19174. purified PLC-gamma1, fluorogenic substrate, fluorescence. inhibition, % at 12.2 µM. 370,000 compounds, 0.84% hits; in the data active = inhibition above about 9.5%
# Tn6 DDE FP = disrupts Tn6 cyclic peptide binding to fibrin D-Dimer-E complex | AID 720509 | inhibition, % at 8.3 µM | 370,000 compounds, 0.21% hits | P02675 | Fibrin DD(E) TRITC-Tn6 fluorescence polarization displacement;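 active = inhibition above a per-campaign cutoff: mean of compounds within control limits plus 3 SD, cut at about 15% in these data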;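 note: 0% = median of all compound wells on the plate and 100% = blocking peptide control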
# ASAP1 inh = inhibitors of human ASAP1 ArfGAP activity | Q9ULH1 | 360,000 compounds, 0.19% hits | AID 624377 | inhibition, % at 16.5 µM | ASAP1-stimulated ARF1 GTP hydrolysis, GDP FP detection; in the data active = inhibition above about 25%;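 note: 0% = vehicle with enzyme and substrate and 100% = no enzyme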
# KLK7 zymogen act = proKLK7 (human) activation, primary screen; P49862; purified proKLK7, EDANS-DABCYL substrate fluorescence; 100% is mature enzyme control, 0% vehicle; activation, % at 7 µM; 370,000 compounds, 0.9% hits; AID 652039;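 active = activation above the mean of all tested compounds plus 3 SD, computed per campaign excluding outliers beyond control limits, cut at about 13% in these data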
# Target sequence (P49862 whole entry, looked up): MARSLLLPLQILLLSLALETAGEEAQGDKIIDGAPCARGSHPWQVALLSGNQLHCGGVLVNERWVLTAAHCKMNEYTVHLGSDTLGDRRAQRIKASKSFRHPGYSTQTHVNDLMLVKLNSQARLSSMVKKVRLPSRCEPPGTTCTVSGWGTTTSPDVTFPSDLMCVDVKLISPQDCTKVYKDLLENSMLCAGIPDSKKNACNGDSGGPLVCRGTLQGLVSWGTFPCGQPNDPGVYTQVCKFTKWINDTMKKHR
# ADAM17 inh = ADAM17 inhibition, QFRET primary screen. inhibition, % at 6.95 µM. 370,000 compounds, 0.83% hits. AID 720648. P78536. recombinant ADAM17, EDANS/DABCYL FRET peptide cleavage;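 active = inhibition above the mean of compounds lying between control limits plus 3 SD, set per campaign, cut at about 8.5% in these data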;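 note: 0% = DMSO-only wells as the low control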
# ARFGAP1 inh = rat ARFGAP1 inhibition; Q62848; Arfgap1-stimulated ARF1 GTP hydrolysis, GDP FP detection; inhibition, % at 16.5 µM; 360,000 compounds, 0.26% hits; AID 651572;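 active = inhibition above a per-plate limit, mean inhibition of low control wells plus 3 SD, cut at about 25% in these data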;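 note: 0% = DMSO wells with enzyme and 100% = wells lacking Arfgap1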
# Target sequence (Q62848 1-136 limits assumed): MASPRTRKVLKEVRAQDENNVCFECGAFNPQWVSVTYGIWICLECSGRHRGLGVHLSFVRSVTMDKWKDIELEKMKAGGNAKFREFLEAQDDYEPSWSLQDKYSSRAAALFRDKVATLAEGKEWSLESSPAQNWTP
#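 Material: truncated rat Arfgap1 GAP domain; Incubation: compound-enzyme preincubation 20 min, reaction 120 min, detection 60 min, 25 °C; Read-out: percent inhibition of Arfgap1-stimulated GTP hydrolysis; Technique: FP, GDP Alexa 633 tracer displaced from anti-GDP antibody, 620/688 nm; Controls: No-Arfgap1 wells (100%) versus DMSO full-reaction wells (0%); Replication: single well per compound.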
# Tn7 DDE FP = inhibitors of Tn7 peptide binding to human fibrin DD(E); P02675; FP displacement of FITC-Tn7 peptide from fibrin DD(E); 0% = median of compound wells per plate; inhibition, % at 8.3 µM; 370,000 compounds, 0.13% hits; AID 720508;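 active = inhibition above the mean of compounds falling within the control limits plus 3 SD of them, cut at about 14% in these data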;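 note: 0% = plate median of compound wells and 100% = 10 µM Aha-Tn7 peptide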
#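 system = human fibrin DD(E) protein | quantity = DD(E) 2 µM final | medium = Tris/NaCl/CaCl2 buffer, pH 7.8 | also added = labelled Tn7 tracer, 0.1 µM | compound dosing = single point at 8.3 µM | timing = compound with protein 10 min, then 3 h after probe, room temperature | signal = FP measurement | benchmarks = Aha-Tn7 high control | repeats = one replicate per compound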
# * = called active by the depositor; x = no result given.
# Each structure is followed by: PLCb3 inh	UHRF1 MBD2 ctr	MBD2 inh	PLC-gamma1 inh	Tn6 DDE FP	ASAP1 inh	KLK7 zymogen act	ADAM17 inh	ARFGAP1 inh	Tn7 DDE FP
O=C(c1ccco1)N1CCN(C23CC4CC(CC(C4)C2)C3)CC1
    -7.1	-0.5	2.6	-1.2	1.7	7.9	0.6	-4.4	-4.7	-1.1
COc1ccc(NC(=O)c2cc(SC)ccc2Cl)cc1
    2.2	-0.5	0.2	1.5	1.3	9.8	-0.3	0.8	11.9	-10.2
CCOc1ccc(CCN2C(=O)C(=O)N([C@@H](Cc3ccccc3)CN3CCC[C@H]3CN3C(=O)C(=O)NC[C@@H]3Cc3ccccc3)C[C@@H]2Cc2ccccc2)cc1
    5.0	-0.9	-2.0	6.3	2.8	2.4	0.0	3.1	-11.3	-4.3
COc1ccccc1/C=C/C=N/N1CCN(Cc2cccc3ccccc23)CC1
    -4.6	0.1	-4.4	-0.9	-3.5	-3.7	1.2	-4.3	6.8	-5.3
CCC(=O)c1ccc(N2CCCC2)c(F)c1
    -8.2	0.8	-6.6	-7.5	-6.7	-3.2	-0.2	-6.3	-4.5	2.3
CCSc1nnc(NC(=O)C(C)Sc2nc3ccccc3[nH]2)s1 (stereo unspecified)
    8.6	-2.7	-2.6	2.8	-1.6	4.2	-0.9	2.5	7.4	3.6
CN(CC(=O)Nc1ccccc1Br)C(=O)CNC(=O)Cc1cccc2ccccc12
    -9.9	1.5	4.6	-2.5	0.9	-5.9	-0.7	-4.5	-2.0	3.3
CC(C)C(=O)NNC(=O)CSc1ncnc2c1cnn2-c1ccccc1Cl
    -4.9	-0.8	-1.2	-1.1	-0.3	1.8	0.6	-3.0	2.0	0.2
CC1=CC(C2CC(=O)N(c3ccccc3C)C2=O)CC2C(=O)N(c3ccccc3C)C(=O)C12 (stereo unspecified)
    1.1	-0.2	0.3	2.6	7.7	0.8	-0.4	2.6	-11.4	5.9
NC(=O)CSc1nnc(-c2ccco2)n1-c1ccccc1
    -1.8	0.1	-4.2	4.6	2.1	-17.2	-0.7	0.2	-3.1	-4.2
COc1ccc(-c2nnc3sc(CCN4C(=O)c5ccccc5C4=O)nn23)cc1
    -1.6	-1.4	-0.4	1.2	-1.4	-6.1	-0.2	-0.2	-4.7	2.1
O=C(Nc1cc(Cl)cc(Cl)c1)c1ccno1
    -1.8	0.9	0.6	3.0	-3.0	3.0	0.2	-2.9	-0.4	-0.1
O=C(c1ccc(CS(=O)(=O)c2ccc(Br)cc2)o1)N1CCCC1
    -2.5	-1.8	4.4	-2.6	7.7	4.3	-0.9	-3.2	-4.6	1.4
S=c1[nH]nc(Nc2ccccc2)s1
    -0.5	-1.8	-5.7	0.5	-2.5	-14.7	0.3	-0.3	-20.7	1.2
CC(C)=CC1C(C(=O)NCCc2ccccc2)C1(C)C (stereo unspecified)
    -4.1	3.8	2.5	2.1	1.6	3.3	-0.3	-4.0	2.1	5.8
Cc1nn(C)c(NC(=O)c2ccc(Cl)cc2Cl)c1Br
    -1.5	2.6	-2.2	1.6	4.9	1.2	0.7	-2.1	4.3	0.5
O=C(c1ccc(C(=O)N2CCCc3ccccc32)nc1)N1CCCc2ccccc21
    -1.2	-0.8	4.7	-1.1	-0.4	-6.7	-0.2	-3.0	2.1	3.7
O=C(Nc1cc(S(=O)(=O)N2CCOCC2)ccc1N1CCCCC1)c1ccc(Cl)cc1
    -13.6	-0.2	-7.5	-3.9	-6.3	8.2	0.8	5.2	-2.3	-11.3
Cn1c(-c2ccccc2)c(CCO)c2ccccc21
    -14.4	0.3	-0.7	-27.4	-10.1	-2.5	-0.8	-21.3	-3.9	-2.7
C[C@H](CO)N1C[C@H](C)[C@@H](CN(C)S(=O)(=O)c2ccc(F)cc2)Oc2ccc(NC(=O)Cc3cn(C)c4ccccc34)cc2C1=O
    -2.7	-0.4	-0.6	-3.1	-2.9	-2.9	0.7	2.6	5.8	-4.9
CCOc1ccc(NC(=S)Nc2ccc(Br)cc2Cl)cc1
    2.9	-2.3	-2.0	4.2	0.0	-9.4	0.2	0.9	13.9	-1.0
CC(C)CN(C(=O)COC(=O)c1ccc2c(c1)NC(=O)CS2)C1CCS(=O)(=O)C1 (stereo unspecified)
    1.7	-2.6	0.5	-1.6	-0.7	8.1	0.4	-4.3	5.2	-2.6
O=C(NCCN1CCN(c2ccccc2)CC1)c1ccc(NC(=O)C2CCCO2)cc1 (stereo unspecified)
    -1.4	-1.5	-2.3	-0.2	1.9	-4.4	0.2	-0.6	2.7	4.5
CCCOc1ccc(/C=N/Nc2ccc(C(=O)O)cc2)c(OCCC)c1
    -28.2	-0.3	-3.0	-18.6	-0.9	-14.3	-2.0	-3.2	-3.2	0.3
Cc1cccc(-n2cc(-c3ccccc3)c3c(N4CCOCC4)ncnc32)c1
    0.1	3.1	6.8	-2.0	1.9	5.0	-0.6	-2.1	1.4	-2.8
COC(=O)[C@]12C[C@H](CC(=O)NCCCCc3ccccc3)C(=O)N(Cc3cccc4ccccc34)C1=C[C@H](COCc1ccccc1)O[C@@H]2C
    -2.0	0.1	1.8	-0.6	-12.4	x	-0.7	-0.9	x	0.9
Cc1ccccc1C(=O)OCc1cnc(Cl)s1
    -1.0	-1.6	-3.8	-0.7	-5.7	-5.5	-0.4	0.0	-6.9	-8.5
Cn1c(SCC(=O)CC(=O)Nc2ccccc2)nnc1-c1ccc(O)cc1
    -5.7	11.8	2.5	-0.8	4.0	-0.7	-0.1	2.1	16.7	-10.4
Cc1cccc(C(=O)Nc2sc3c(c2C(=O)O)CCC3)c1
    -100.3	-0.4	-3.1	-77.0	5.4	-4.6	0.0	1.2	-8.0	0.1
COC(=O)c1cc(Br)c(=O)n(Cc2ccco2)c1
    1.1	-0.9	-1.9	4.3	0.0	-8.7	0.2	-3.0	5.5	7.6

# An excerpt from above in order of length of the SMILES, descending.
# Each structure is followed by: PLCb3 inh	UHRF1 MBD2 ctr	MBD2 inh	PLC-gamma1 inh	Tn6 DDE FP	ASAP1 inh	KLK7 zymogen act	ADAM17 inh	ARFGAP1 inh	Tn7 DDE FP
COc1ccc(-c2nnc3sc(CCN4C(=O)c5ccccc5C4=O)nn23)cc1
    -1.6	-1.4	-0.4	1.2	-1.4	-6.1	-0.2	-0.2	-4.7	2.1
Cn1c(SCC(=O)CC(=O)Nc2ccccc2)nnc1-c1ccc(O)cc1
    -5.7	11.8	2.5	-0.8	4.0	-0.7	-0.1	2.1	16.7	-10.4
Cc1cccc(C(=O)Nc2sc3c(c2C(=O)O)CCC3)c1
    -100.3	-0.4	-3.1	-77.0	5.4	-4.6	0.0	1.2	-8.0	0.1
NC(=O)CSc1nnc(-c2ccco2)n1-c1ccccc1
    -1.8	0.1	-4.2	4.6	2.1	-17.2	-0.7	0.2	-3.1	-4.2

# (more compounds)
# Each structure is followed by: PLCb3 inh	UHRF1 MBD2 ctr	MBD2 inh	PLC-gamma1 inh	Tn6 DDE FP	ASAP1 inh	KLK7 zymogen act	ADAM17 inh	ARFGAP1 inh	Tn7 DDE FP
CCN(CC)CCN(C(=O)c1ccc(C(=O)c2ccccc2)cc1)c1nc2cc3c(cc2s1)OCO3
    -3.9	1.3	7.5	0.8	-12.9	6.5	0.3	-5.6	2.9	-2.4
CC(C)(C)[C@@H]1C=C(C(=O)O)O[C@H](OCc2ccc(CO)cc2)C1
    1.3	-1.6	7.7	0.3	0.1	-5.8	0.0	-5.5	6.4	0.3
COCCCN1C(=O)C(=O)/C(=C(/O)c2ccc3c(c2)OCCO3)C1c1ccc(C(=O)OC)cc1 (stereo unspecified)
    -1.9	-3.9	-0.6	-1.3	2.5	-1.1	-0.2	-4.9	-1.0	-4.0
CC1CCCN(CC(O)CN)C1 (stereo unspecified)
    1.8	-0.9	0.3	-0.1	-9.1	-7.8	0.1	-2.1	1.9	6.9
S=c1[nH]c(-c2cccs2)cn1-c1ccccc1
    -10.9	-3.7	-11.1	-7.6	6.4	-6.3	-1.5	-7.0	8.2	11.8
O=C(CSc1nnc(Nc2ccccc2)s1)Nc1ccc(S(=O)(=O)N2CCOCC2)cc1
    -4.6	-0.7	-3.0	0.0	5.0	7.4	1.2	-2.0	10.4	-0.2
COCCn1c(=NC(=O)c2nc3ccccc3s2)sc2cc(S(C)(=O)=O)ccc21
    -19.0	2.3	0.7	-15.5	-3.3	2.1	0.4	-0.2	8.7	2.1
O=C1CSC(c2ccc([N+](=O)[O-])cc2)N1c1ccccc1F (stereo unspecified)
    -2.1	2.3	-0.2	5.2	0.9	6.8	0.1	1.6	-6.5	-5.0
CCSc1nc2ccccc2c(=O)n1-c1c(C)n(C)n(-c2ccccc2)c1=O
    6.1	-2.6	-2.4	-0.2	1.5	6.1	-0.2	1.6	-8.3	-11.5
CC(C)NC(=O)C(=O)NCCCN1CCOCC1
    -0.6	-0.1	0.5	0.0	6.5	-8.1	1.0	-0.9	-7.1	3.4
CSc1ccc(Cl)c(C(=O)Nc2cc(S(=O)(=O)N3CCOCC3)ccc2N2CCOCC2)c1
    2.4	1.8	0.3	0.2	6.8	3.3	0.1	-2.3	5.7	6.7
Cn1c(SCC(=O)Nc2sccc2C(N)=O)nnc1-c1ccncc1
    -15.2	3.0	5.3	-4.9	-2.8	-2.0	-0.1	-4.4	-7.6	0.5
Cc1ccccc1NC(=O)OCc1cn(-c2ccc(Cl)cc2)nn1
    -0.8	0.5	2.5	4.1	-10.3	-2.5	0.3	-0.3	-2.4	-2.1
Nc1nccnc1C(=O)OCc1nc2sc3c(c2c(=O)[nH]1)CCCC3
    -58.4	1.2	2.1	-48.0	2.9	-4.7	48.9*	-47.1	7.6	2.5
CCCN1C2=C(C(=O)CCC2)C(c2ccc(O)c(Br)c2)C2=C1CCCC2=O
    -127.5	0.8	-2.2	-90.0	-3.3	-10.1	8.3	-61.0	-4.9	6.7
O=C(O)c1cccc(S(=O)(=O)Nc2ccc(-c3ccccc3)cc2)c1
    -0.2	2.4	-3.4	1.3	-1.2	-4.6	-0.3	2.0	-11.2	4.0
Cc1cc(NC(=O)Cn2nnc3sc4c(c3c2=O)CCCC4)no1
    2.0	-2.5	-5.1	0.4	-3.9	-2.0	0.1	-2.8	1.2	-5.3
COc1cc(CCC(=O)Nc2ccc(C)c(S(=O)(=O)N(C)C)c2)cc(OC)c1OC
    1.7	21.4*	8.0	0.9	2.0	1.8	-0.6	-1.7	3.5	-2.7
Fc1ccccc1Nc1ncnc2c1nnn2Cc1ccccc1
    -8.2	-1.5	4.0	-36.1	6.9	2.3	0.0	-4.6	-1.1	1.9
CCS(=O)(=O)N1CCN(C(=O)COc2ccc(-c3ccccc3)cc2)CC1
    -2.5	-1.5	-2.1	-3.0	5.7	-12.6	0.7	-1.8	-5.4	3.4
